# ABCB1 block = human ABCB1 inhibition, ABCG2 as counter-screen; P08183; CCRF-Adr cells, JC-1 efflux, flow cytometry; inhibition, % at 6.6 µM; 190,000 tested, 0.067% active; in the data active = inhibition above about 40%;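 also: 0% = vehicle and 100% = reference inhibitor; higher value means more JC-1 retained so stronger ABCB1 efflux block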
# Bim-Mcl-1 = disrupts Bim peptide binding to human Mcl-1 | Bead-based flow cytometry, Bim peptide-Mcl-1 binding | inhibition, % at 10 µM | Q07820 | 190,000 tested, 0.1% active; in the data active = inhibition above about 40%;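 also: 0% = no compound tracer wells and 100% = peptide blocker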
# Target sequence (Q07820 whole entry, looked up): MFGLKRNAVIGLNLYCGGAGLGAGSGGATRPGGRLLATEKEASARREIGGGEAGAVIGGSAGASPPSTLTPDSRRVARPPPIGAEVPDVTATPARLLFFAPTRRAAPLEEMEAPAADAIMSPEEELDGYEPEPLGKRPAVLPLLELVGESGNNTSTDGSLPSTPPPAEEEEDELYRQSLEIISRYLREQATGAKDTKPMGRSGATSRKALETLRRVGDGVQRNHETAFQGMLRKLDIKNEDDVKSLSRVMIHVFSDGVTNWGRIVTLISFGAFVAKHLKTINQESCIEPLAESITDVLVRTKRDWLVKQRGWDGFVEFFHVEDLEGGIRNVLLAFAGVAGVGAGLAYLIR
# ABCG2 block = human ABCG2 inhibition, ABCB1 as counter-screen; IgMXP3 cells, JC-1 efflux, flow cytometry; inhibition, % at 6.6 µM; 190,000 tested, 0.1% active; AID 1325;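 active = inhibition above 80%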;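 also: 0% = DMSO and 100% = nicardipine control wells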
#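 Test system: IgMXP3 cells (ABCG2) mixed with DDAO far-red-labelled CCRF-Adr cells (ABCB1). Reagent: JC-1 transporter substrate. Compound dosing: single test compound dose, 6.6 µM final. Times: 10 min compound exposure, 25 °C. Detection: flow cytometry of retained JC-1 fluorescence. Read-out basis: efflux inhibition in percent versus controls. Controls: nicardipine and DMSO wells.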
# Mcl1-Bid inh = disrupts binding of human Mcl-1 to Bid peptide; TR-FRET Mcl-1/Bid-Dy647 peptide binding, 1536-well; Q07820; AID 1021; 220,000 tested, 0.97% active; inhibition, % at 21.7 µM;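 active = compounds that cut the binding signal by more than half at the single screening dose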;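 also: His-tagged Mcl-1 with europium anti-His antibody binding Bid BH3 peptide; 0% = Mcl-1 plus peptide wells and 100% = peptide-only wells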
# RGS4-Gao reg = modulates binding of RGS4 to human Galphao | 220,000 tested, 0.33% active | AID 1415 | binding response (% of control), % at 10 µM | Multiplexed bead flow cytometry; actives lie on both sides | P09471; in the data active = binding response below about 49% or above about 150%; inactive = in between;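 also: fluorescent Galphao activated with aluminum fluoride binding bead-coupled RGS4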
# Target sequence (P09471 whole entry, looked up): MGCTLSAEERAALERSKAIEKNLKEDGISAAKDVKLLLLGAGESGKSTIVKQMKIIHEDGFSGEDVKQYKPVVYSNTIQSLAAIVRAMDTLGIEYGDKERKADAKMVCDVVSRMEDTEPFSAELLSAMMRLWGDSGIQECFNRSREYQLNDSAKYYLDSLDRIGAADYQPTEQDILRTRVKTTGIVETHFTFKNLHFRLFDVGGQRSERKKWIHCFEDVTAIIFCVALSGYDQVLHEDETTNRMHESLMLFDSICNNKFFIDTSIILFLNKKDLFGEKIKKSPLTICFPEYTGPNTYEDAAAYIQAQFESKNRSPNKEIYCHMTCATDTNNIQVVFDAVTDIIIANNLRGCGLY
# Avidin bead fluor = compound fluoresces at 488/530 nm on avidin beads; compound fluorescence 488/530 nm, flow cytometry; stronger effect = higher value; 220,000 tested, 0.38% active; fluorescence (KMESF) at 10 µM; AID 1775; in the data active = fluorescence above about 47; also: inactives centre near 10
# Mcl1-Noxa inh = disrupts binding of human Mcl-1 to Noxa peptide. 220,000 tested, 1.5% active. TR-FRET Mcl-1/Noxa peptide binding, 2 h. Q07820. inhibition, % at 21.7 µM;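 active = compounds that cut the protein-peptide binding signal by more than 50% relative to plate controls in a single-dose test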;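 also: His-tagged Mcl-1 with rhodamine Noxa BH3 peptide and terbium anti-His antibody; 0% = Mcl-1 plus Noxa peptide wells and 100% = peptide-only wells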
# RGS7-Gao reg = human RGS7-Galphao interaction regulation; Multiplexed bead flow cytometry, RGS7-Galphao binding; actives lie on both sides; binding response (% of control), % at 10 µM; 220,000 tested, 0.35% active; AID 1439; in the data active = binding response below about 49% or above about 150%; inconclusive = no clear call, values can overlap the other calls; inactive = in between;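 also: fluorescent Galphao held in activated GDP-AlF4 state binding bead-coupled RGS7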
# Pf gametocyte = P. falciparum stage V gametocyte viability inhibition. AID 743093. 150,000 tested, 0.065% active. inhibition, % at 10.9 µM. P. falciparum stage V gametocytes, ATP luminescence, 24 h;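 active = inhibition above the mean plus 3 SD of compounds within the control limits, set per campaign, cut at about 38% in these data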;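 also: 0% = DMSO wells and 100% = medium only without gametocytes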
# RGS8-Gao reg = modulates binding of RGS8 to human Galphao. multiplexed bead flow cytometry; actives lie on both sides. response (percent of control binding), % at 10 µM. 220,000 tested, 0.34% active; in the data active = response below about 60% or above about 140%; inactive = in between;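 also: Galphao activated as the GDP aluminium fluoride complex binding bead-coupled RGS8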
# GSH bead fluor = compound fluoresces at 488/530 nm on GSH beads | GSH beads flow cytometry, compound fluorescence 488/530 nm; stronger effect = higher value | fluorescence (KMESF) at 10 µM | 190,000 tested, 0.25% active | AID 1776; in the data active = fluorescence above about 89;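 also: glutathione beads carrying GST-tagged Bcl family fusion proteins plus one bare bead set; values are compound well signal with DMSO vehicle wells as background; inactives centre near 16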
# * hit, by the source's call; ? = inconclusive; / = no result given.
SMILES,ABCB1 block,Bim-Mcl-1,ABCG2 block,Mcl1-Bid inh,RGS4-Gao reg,Avidin bead fluor,Mcl1-Noxa inh,RGS7-Gao reg,Pf gametocyte,RGS8-Gao reg,GSH bead fluor
CC(=O)C1=C(C)NC(=O)NC1c1ccc(OC2CCCC2)cc1 (stereo unspecified),0.0,0,2,-31,102,10,1,101,6,101,44
CN1CCN(CCCCC(=O)c2ccccc2)CC1,0.1,1,1,-14,102,8,-142,104,/,100,17
Cn1c(O)c(N=NC(=N)N)c2ccccc21,/,/,/,-14,97,2,10,?,7,99,/
O=C(N/N=C/c1cccnc1)c1ccccc1OCc1ccc(Cl)cc1,1.6,0,42,-1,95,/,-2,97,/,100,13
CCCc1cc(=O)[nH]c(SCCCCN2C(=O)c3ccccc3C2=O)n1,2.2,0,17,0,99,14,11,95,-4,101,76
O=C(CSc1nnc(-c2ccco2)n1-c1ccccc1)NCCc1ccccc1,1.1,-2,3,-17,103,17,-2,104,/,102,11
O=C(CS(=O)CC(=O)N(c1ccccc1)C(C(=O)NC1CCCC1)c1cccs1)Nc1ccc(F)cc1 (stereo unspecified),0.3,-1,1,-2,99,9,-10,100,6,117,26
O=C(COc1ccc(Br)cc1)NCc1ccccn1,0.7,-3,2,3,103,1,6,103,-22,100,53
CCCCC12CN3CC(C)(CN(C1)C3c1ccc([N+](=O)[O-])o1)C2=O (stereo unspecified),/,/,/,-8,101,8,-5,?,-8,102,/
Nc1cc(-c2ccc(Cl)cc2)nn1S(=O)(=O)c1cccc2nsnc12,0.8,-4,4,-6,101,6,13,102,/,102,18
COc1ccc(NC(=O)/C(Cl)=C(/Cl)S(=O)Cc2ccc(C)cc2)cn1 (stereo unspecified),0.5,-5,1,38,101,6,66*,99,/,91,11
CC(C)c1ccc(N(CC(=O)NCC2CCCO2)C(=O)Cn2nnc(-c3cccs3)n2)cc1 (stereo unspecified),6.1,-1,5,-38,105,9,8,109,/,104,15
COCC(C)NC(=O)c1cccc(Cl)c1 (stereo unspecified),0.1,0,1,7,102,14,10,96,12,106,36
COc1ccc(-c2ccnc(SCC(=O)N3CCOCC3)n2)cc1,0.8,-3,53,-3,97,35,-6,102,/,101,21
COc1ccc(NC(=O)c2cc(S(=O)(=O)N3CCOCC3)cs2)cc1,1.0,0,6,-5,108,10,19,109,-7,107,17
Cc1ccc(NC(=O)C(c2ccccc2)N(C)C)cc1Cl (stereo unspecified),1.0,0,5,-3,93,11,-6,93,/,98,16
COc1ccc2[nH]c(=O)c(CN(CCc3ccccc3)Cc3nnnn3CC3CCCO3)cc2c1 (stereo unspecified),1.1,1,10,-10,101,10,-11,98,/,98,32
COC(=O)c1cc(=O)n(CCc2ccccc2F)c(=Nc2ccc(F)c(Cl)c2)s1,0.2,0,1,-15,99,8,-4,97,/,100,21
COc1cc(/C=N/NC(=O)c2cc(-c3ccco3)nc3ccccc23)cc(OC)c1O,/,/,/,-23,80,1,82*,?,11,93,/
COc1cccc(NC(=S)N(CCc2c(C)[nH]c3ccccc23)Cc2ccco2)c1,2.2,-2,21,-25,89,5,5,89,/,98,16
COC(=O)c1ccc(-c2ccc(CNCC(O)c3ccccc3)o2)cc1 (stereo unspecified),1.4,-3,2,-5,105,33,33,105,/,106,19
Cc1c(NC(=O)CCCN2C(=O)c3cccc4cccc(c34)C2=O)c(=O)n(-c2ccccc2)n1C,0.8,0,3,-14,102,15,-1,100,22,99,12
C=CCn1c(N)c(C(=O)Nc2ccccc2)c2nc3ccccc3nc21,0.5,0,1,-18,90,15,12,96,/,94,19
CCN(CC)C(=O)CN1CCN(c2ccccc2F)CC1,0.2,-6,1,19,102,22,27,102,/,102,24
CCc1nnc(NC(=O)C2COc3ccccc3O2)s1 (stereo unspecified),0.3,4,3,-19,107,16,10,109,7,103,17

# Following part
SMILES,ABCB1 block,Bim-Mcl-1,ABCG2 block,Mcl1-Bid inh,RGS4-Gao reg,Avidin bead fluor,Mcl1-Noxa inh,RGS7-Gao reg,Pf gametocyte,RGS8-Gao reg,GSH bead fluor
CCOc1ccc2[nH]c(=O)c(CN(Cc3ccccc3)C(=O)N3CCCC3)cc2c1,-1.7,5,-6,-2,101,6,7,100,/,100,8
C=CCOc1ccn(C)c(=O)n1,/,/,/,-9,119,7,5,?,/,110,/
CCCOc1ccc(S(=O)(=O)N2CCCC2)cc1[N+](=O)[O-],/,/,/,0,103,10,0,?,-14,101,/
COc1ccc(C)cc1S(=O)(=O)Nc1ccc(F)c(Cl)c1,1.0,0,12,16,99,36,1,98,/,99,28
O=C(c1ccco1)N1CCCSC1=Nc1ccccc1,0.3,1,2,-16,85,17,4,87,22,91,8
COc1cccc(/C=N/Nc2nc(N3CCCC3)nc(N3CCCC3)n2)c1O,0.3,0,0,18,98,33,7,98,/,98,15
O=C(CCc1ccc(S(=O)(=O)NCCc2ccccc2)cc1)Nc1ccc2c(c1)OCO2,-0.1,-1,-1,-47,92,5,1,89,/,98,13
CCOC(=O)Cn1c(S(=O)(=O)Cc2ccccc2Cl)nc(-c2ccccc2)c1-c1ccccc1,0.6,-2,1,-24,102,8,31,103,/,105,70
CCOc1cc(C(=O)Nc2ccc(F)cc2)cc(Br)c1OC,-0.2,-7,5,-10,109,17,2,103,17,115,10
COc1cccc(-c2nc(CSCC(=O)NCC3CCCO3)c(C)o2)c1 (stereo unspecified),0.3,1,1,-25,108,15,9,98,-38,102,4
O=C(Nc1ccccc1N1CCN(C(=O)c2ccccc2)CC1)c1cccc(Cl)c1,/,/,/,-10,97,12,10,?,5,99,/
CC(C(=O)N1CCCCC1)N(C)CC(=O)Nc1ccc(Cl)cc1 (stereo unspecified),0.8,-3,9,-21,96,9,18,?,-6,99,17
COc1ccc(-n2c(SCc3ccc([N+](=O)[O-])cc3)nnc2-c2ccccc2)cc1,2.6,-8,10,-20,102,9,3,101,1,96,20
O=C(Cc1c(F)cccc1Cl)Nc1ccon1,0.2,0,1,83*,102,7,3,102,6,102,26
CC(=O)Nc1cccc(N2C(=O)CC(N3CCC(C(=O)N4CCCCC4)CC3)C2=O)c1 (stereo unspecified),0.5,-2,2,-6,104,13,6,104,22,101,17
COCC(=O)Nc1cc(C(=O)OC)cc(C(=O)OC)c1,0.7,-8,13,-10,89,10,12,84,-11,97,12
CCOC1Cc2ccccc2N(C(N)=O)c2ccccc21 (stereo unspecified),0.6,0,3,3,104,13,-1,103,/,103,27
Cc1ccc(C2C(C#N)=C(N)N(c3cccnc3)C3=C2C(=O)CCC3)c(C)c1 (stereo unspecified),0.1,-2,0,-49,97,19,12,100,6,100,11
CCS(=O)(=O)c1ccc2c(c1)N(S(=O)(=O)c1ccc(OC)cc1)CC(C(=O)O)O2 (stereo unspecified),0.4,-2,1,1,101,34,7,105,/,101,14
COc1ccc(OCCSc2ncnc3nc[nH]c23)cc1,0.3,0,5,-23,101,7,-12,102,/,103,15
CCc1nn(C(C)C(=O)NCCc2ccc(OC)c(OC)c2)c(=O)c2cc3occc3n12 (stereo unspecified),1.4,1,4,-33,99,27,12,99,/,107,14
CCN(Cc1ccncc1)Cc1nc(Cc2ccccc2Cl)no1,1.5,0,5,-63,97,6,12,94,-8,98,12
Cc1ccc(C2C3=C(CC(C)(C)CC3=O)Nc3n[nH]c(C)c32)cc1 (stereo unspecified),0.6,0,4,-9,100,8,6,98,/,99,29
COC(=O)c1c(NC(=O)CN2CCC3(O)CCCCC3C2c2ccc(F)cc2)sc(C)c1C (stereo unspecified),2.4,-6,5,-60,104,4,-7,104,2,106,11
COc1ccc(CC(=O)Nc2ccc(-c3csc(C)n3)cc2)cc1,1.7,-1,8,-21,97,14,5,101,/,99,23

# Three records drawn at random from the list so far:
SMILES,ABCB1 block,Bim-Mcl-1,ABCG2 block,Mcl1-Bid inh,RGS4-Gao reg,Avidin bead fluor,Mcl1-Noxa inh,RGS7-Gao reg,Pf gametocyte,RGS8-Gao reg,GSH bead fluor
CC(C(=O)N1CCCCC1)N(C)CC(=O)Nc1ccc(Cl)cc1 (stereo unspecified),0.8,-3,9,-21,96,9,18,?,-6,99,17
C=CCOc1ccn(C)c(=O)n1,/,/,/,-9,119,7,5,?,/,110,/
COc1ccc(NC(=O)/C(Cl)=C(/Cl)S(=O)Cc2ccc(C)cc2)cn1 (stereo unspecified),0.5,-5,1,38,101,6,66*,99,/,91,11

# The results go on.
SMILES,ABCB1 block,Bim-Mcl-1,ABCG2 block,Mcl1-Bid inh,RGS4-Gao reg,Avidin bead fluor,Mcl1-Noxa inh,RGS7-Gao reg,Pf gametocyte,RGS8-Gao reg,GSH bead fluor
Cn1cc(CN2CCN(c3ccccc3)CC2)c2ccccc21,1.5,-1,0,-35,105,16,9,105,/,106,27
CCOC(=O)N1CCC(N2CCCC(C(=O)c3ccc4cc(OC)ccc4c3)C2)CC1 (stereo unspecified),-1.7,-3,-3,-11,95,7,1,95,/,89,18
CCN(CC)S(=O)(=O)c1ccc(C(=O)NCCSc2c[nH]c3ccccc23)cc1,0.6,-1,4,-18,96,5,18,94,/,86,18
Cc1cccc2nc(Cn3c(=O)n(CCCC(=O)NCc4ccco4)c(=O)c4ccccc43)cc(=O)n12,-0.9,-4,-1,-20,96,3,-5,96,/,98,18
COCCCNC(=O)c1ccccc1NS(C)(=O)=O,-0.2,-1,1,2,99,23,7,98,/,100,21
COC(=O)C1CC(O)CN1C(=O)Nc1cccc(C(F)(F)F)c1 (stereo unspecified),-0.1,2,2,-18,96,8,1,96,26,100,9
Cc1ccc(C(=O)/C=C/c2ccc(F)cc2)o1,1.5,-4,28,-19,99,7,-25,98,11,99,4
O=C(COC(=O)c1ccccc1Cl)Nc1nccs1,-0.8,0,-9,-9,101,13,7,100,/,97,27
CCCc1cc(-c2[nH]ncc2-c2ccc3c(c2)OCCCO3)c(O)cc1O,0.7,-5,3,4,102,10,-4,101,-17,101,11
Cn1c2c(c(=O)n(C)c1=O)CN(Cc1ccc3c(c1)OCO3)CN2,1.3,-2,2,-25,104,6,10,100,-11,133,59
CC(C)CNC(=O)c1ccc(NC(=O)c2ccccc2[N+](=O)[O-])cc1,1.1,-3,36,-5,106,15,7,106,2,101,6
CCSc1nc2sc3c(c2c(=O)n1-c1ccc(OC)cc1)CCN(C)C3,/,/,/,-5,100,6,-3,?,22,100,/
O=C(Cn1cnc2cc([N+](=O)[O-])ccc2c1=O)NCCc1ccc(Cl)cc1,-0.1,2,3,-41,100,8,8,?,-2,98,13
COc1ccc(C2CC(=O)C(C=NCCCN3CCOCC3)=C(O)C2)cc1 (stereo unspecified),-0.1,-4,0,-16,114,8,-4,112,/,103,11
CCC(C)N1C(=O)S/C(=C/c2ccc(Sc3nc4ccccc4[nH]3)o2)C1=O (stereo unspecified),1.6,-3,5,-9,99,10,13,100,-2,100,22

# Compounds were not picked by outcome. About 3.3% of those tested had a hit in this group.
